Ins promoter up: MIN6 insulin promoter up-regulation; MIN6 insulin promoter-GFP reporter, high-content imaging; stronger effect = higher value; z-score at 5 µM; actives 0.3% (n = 190,000); AID 1625;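 active = z-score above 3 at 5 µM with at least 500 cells counted in the well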
Autophagy mod: autophagy modulation, high-content screen; MEF GFP-LC3 puncta imaging; test concentration mostly 10 µM; calls only at 10 µM (by protocol); actives 0.98% (n = 190,000); AID 463193;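 active = percentage of spot-positive cells more than 3 SD above its plate mean, without a fluorescence outlier flag or 80% toxicity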;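 also: spot-positive cell cutoff set from DMSO-treated cells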
Lipid droplet: hepatic lipid droplet formation modulation; actives 0.4% (n = 240,000); inhibition, % at 6.5 µM; AML12 mouse hepatocytes, oleate lipid droplets, BODIPY imaging; AID 1656;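 active = lipid droplet intensity inhibited by at least 50%, with more than 500 cells counted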
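Assay system: AML12 mouse liver cells | Compound: 6.5 µM single-point dosing | Schedule: Overnight exposure | Technique: Fluorescence imaging, 20x objective, two fields per well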
MT stabilize HCS: microtubule stabilizers in HeLa cells. HeLa tubulin immunostaining HCS, 24 h; share of cells brighter than vehicle mean+2SD. % tubulin-high responders, % at 10 µM. actives 0.83% (n = 200,000). AID 2205;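 active = plate Z-score above 3 for both tubulin-high and condensed-nucleus cell shares, with cell loss under 80%, at 10 µM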;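 also: anti alpha tubulin signal scored within the nucleus-defined area of each cell; some results filed as inactive read as strong as hits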
CSM14.1 death rescue: rescue of cells from ER stress-induced death, primary screen, 384-well, CSM14.1, thapsigargin, ATP luminescence (AID 1222) | CSM14.1 thapsigargin-induced death rescue, ATP luminescence; higher % means a stronger effect | one-dose cellular ATP content (survival), % at 20 µM; EC50 in µM for titrated hits | 190,000 tested, under 10 active;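 active = EC50 below 50 µM in the dose-response confirmation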;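 also: death triggered by thapsigargin at about 15 µM added after 2 h compound pretreatment; cell ATP read after overnight thapsigargin exposure of roughly 18 to 22 hours; normalized against plate controls of thapsigargin alone and 5% DMSO vehicle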
PhoP inhibition: PhoP-dependent GFP reporter repression – Salmonella Typhimurium, primary screen (AID 1863); S. Typhimurium PhoP-regulated promoter GFP reporter, 4 h; higher % means a stronger effect; one-dose inhibition, % at 50 µM; IC50 in µM for titrated hits; actives 0.16% (n = 300,000);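 active = inhibition over 29.93%, a cutoff 3 SD above the screen mean, later confirmed by dose response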;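 also: 0% = low Mg2+ inducing control and 100% = high Mg2+ repressing control; strong numbers were not always called active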
b-catenin transl: alters nuclear translocation of beta-catenin in HeLa cells. AID 1665. actives 0.3% (n = 190,000). nuclear translocation activity, % at 5 µM. immunofluorescence imaging;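 active = nuclear translocation activity above 50% at 5 µM, with a well cell count of 50 or more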;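 also: per-cell ratio of nuclear to cytoplasmic median beta-catenin stain intensity; plate controls were DMSO negative control for no effect and GSK-3 inhibitor IX positive control for full effect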
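Test system: HeLa cells, endogenous beta-catenin; Compound: single 5 µM dose plus 0.02–20 µM confirmation series; Times: compound exposure 24 h at 37°C; Signal: fluorescence imaging of beta-catenin antibody stain plus DAPI; Read-out: % activation, nuclear-to-cytoplasmic median beta-catenin signal ratio per cell.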
Dynein cargo inh: dynein cargo transport inhibition | 3617.4 mouse cells, GR-EGFP nuclear translocation imaging; test concentration mostly 20 µM; stimulated with dexamethasone, 1 µM; stronger effect = lower value | z-score, hits read low | actives 0.47% (n = 220,000) | AID 1381;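 active = plate z-score of nuclear minus cytoplasmic receptor signal below a set negative limit, without overly bright fluorescence or cell loss, cut at about -3.5 in these data, passing the limit was not always enough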;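 also: z-score of nuclear minus cytoplasmic ring GR-EGFP intensity difference per well; some compounds called inactive have numbers as strong as hits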
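Schedule: 48 h induction, then 1 h compound, then 30 min agonist, 37 °C. Buffer or medium: tetracycline-free induction medium containing charcoal-stripped FBS. Reagent: 1.0 µM final dexamethasone stimulus. Evaluation: nuclear versus cytoplasmic GR-EGFP signal, averaged per well. Signal: high-content fluorescence imaging after fixation.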
T cell modulator: modulates CD8 T cell binding to vesicles. 2C CD8+ T cell-vesicle binding, flow cytometry; stronger effect = lower value. calls only at 7 µM. actives 0.068% (n = 330,000). AID 2052;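 active = response, share of CD8 T cells binding vesicles, and their 90th percentile fluorescence all below set limits, cut at about 80% in these data, passing the limit was not always enough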
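Assay system – 2C mouse CD8+ T cells · Also added – QL9-loaded Drosophila micro-vesicles · Timing – Cell–vesicle co-incubation 1.5 h at 37 °C, staining 20 min on ice · Signal – flow cytometry of vesicle-bound cells · Measure – percent CD8+ FL2 mean versus row control · Controls – Peptide-free naked vesicles (low) and QL9 vesicles with 0.7% DMSO vehicle (high)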
Dynein cargo inh cytoplasmic EGFP: further read-out of Dynein cargo inh, marked with its call; z-score; measured here: cytoplasmic GR-EGFP intensity; stronger effect = higher value
Dynein cargo inh nuclear GR-EGFP: recorded beside Dynein cargo inh, whose call it bears; z-score; measured here: nuclear GR-EGFP intensity;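 lower value marks the stronger effect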
Dynein cargo inh cell count: further read-out of Dynein cargo inh, marked with its call; z-score; measured here: cell count per field
Ins promoter up cell count: second read-out of Ins promoter up, no call of its own (marks repeat the call); cell count; measured here: cytotoxicity, nuclei count;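 total cells summed across four imaged fields per well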
Lipid droplet cells 6.5 µM: recorded beside Lipid droplet, whose call it bears; cell count; measured here: cell count, cytotoxicity flag;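 cells counted across two imaged fields per well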
b-catenin transl cell count 5 µM: second read-out of b-catenin transl, no call of its own (marks repeat the call); cell count; measured here: cell count, cytotoxicity flag
T cell modulator vesicle-bound %: also measured in T cell modulator; calls as there; double positive events, %; measured here: CD8+ vesicle-bound cell fraction;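 binding gate set so that unloaded-vesicle control wells show 10% double positive cells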
MT stabilize HCS Hoechst-high %: second read-out of MT stabilize HCS, no call of its own (marks repeat the call); % Hoechst-high responders; measured here: nuclear condensation Hoechst responders;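 share of cells brighter than vehicle mean plus two SD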
MT stabilize HCS cytotoxicity %: recorded beside MT stabilize HCS, whose call it bears; toxicity, %; measured here: cytotoxicity by cell density;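 0% = mean cell density of plate MIN control wells and 100% = no cells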
Autophagy mod cell loss 18 h: further read-out of Autophagy mod, marked with its call; toxicity, %; measured here: cell loss, nuclei count;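 cell loss after 18 h compound exposure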
Active calls of the source: *; i = inactive; x = not tested or not shown.

SMILES,Ins promoter up,Ins promoter up cell count,Autophagy mod,Autophagy mod cell loss 18 h,Lipid droplet,Lipid droplet cells 6.5 µM,MT stabilize HCS,MT stabilize HCS Hoechst-high %,MT stabilize HCS cytotoxicity %,CSM14.1 death rescue,PhoP inhibition,b-catenin transl,b-catenin transl cell count 5 µM,Dynein cargo inh,Dynein cargo inh cytoplasmic EGFP,Dynein cargo inh nuclear GR-EGFP,Dynein cargo inh cell count,T cell modulator,T cell modulator vesicle-bound %
COCCCNC(=S)NCCNc1nc2cc(C)cc(C)c2cc1C#N,-0.39,1216,i,-1,36,657,1.2,1.4,5.1,-1.2%,3%,-1.1,1512,-1.5,-0.32,-0.77,1.1,i,23
CCn1ncc(-c2ccnc3cc(C(=O)O)nn23)c1C,0.56,1310,i,-5,33,665,3.7,3.9,8.4,0.7%,-2%,1.1,1071,0.41,0.82,1.2,-0.99,i,52
COC(=O)c1ccccc1NC(=O)COC(=O)/C=C/c1ccco1,0.13,1295,i,-2,-2,671,2.5,1.0,4.0,0.3%,2%,-2.2,1120,-0.21,-0.2,-0.048,0.9,i,16
N#Cc1c(N)n(C2CCCCC2)c2nc3ccccc3nc12,-0.1,1548,i,-9,x,x,1.8,1.8,4.7,-1.7%,-5%,2.7,1449,-0.25,-0.19,-0.043,-0.41,i,35
CN(C)S(=O)(=O)c1ccc(C(=O)Nc2nnc(SCc3cccc(F)c3)s2)cc1,0.06,1404,i,-10,13,587,2.9,2.7,7.6,1.8%,-15%,-7.1,572,-0.47,-0.3,-0.7,0.78,i,18
O=C1N[C@@H](Cc2cnc[nH]2)C(=O)N2CCC[C@@H]12,x,x,i,8,-9,678,1.8,1.8,10,-1.4%,-3%,x,x,-0.19,-0.21,0.39,0.22,i,66
CN(C)C=NC(=O)c1cc(C(=O)c2ccc(Cl)cc2Cl)c[nH]1,-0.03,1616,i,4,-11,638,2.8,3.0,7.0,-1.9%,20%,-1.0,859,-0.86,-0.29,0.067,0.28,i,42
COc1ccccc1Nc1nc(-c2cccs2)cs1,-0.66,1217,i,-7,x,x,4.9,1.9,4.7,3.1%,1%,0.8,1206,-0.59,-0.16,-0.072,0.45,i,48
Cc1ncc([N+](=O)[O-])n1CCOC(=O)NC(NCc1ccccc1Cl)C(Cl)(Cl)Cl (stereo unspecified),-0.41,1418,i,7,-16,695,5.0,1.9,6.7,-1.9%,2%,1.4,1052,-0.75,-0.19,-0.33,-0.3,i,38
CC1(C)CC(=O)C(C=NCCN2CCN(C(=S)NC3CCCCC3)CC2)=C(O)C1,0.86,1258,i,0,-1,630,3.0,4.6,6.3,2.9%,2%,-0.8,919,-0.35,0.54,-0.2,0.56,i,57
Cc1cc(C)c(C#N)c(Nc2ccc3c(c2)OCCO3)n1,0.26,978,i,7,x,x,4.8,2.2,4.5,-0.6%,-5%,-6.5,1148,-0.05,0.0088,0.14,-0.041,i,45
O=C(NCc1cccnc1)C1CCCN(S(=O)(=O)c2ccc(Cl)cc2)C1 (stereo unspecified),1.7,1269,i,-4,1,626,2.3,1.7,8.5,x,12%,-1.0,1060,0.045,-0.21,0.24,0.058,i,31
Cc1ccc(SCc2ccc(C(=O)NCc3cccnc3)cc2)cc1,0.53,1295,i,-2,-12,505,3.7,1.9,8.6,-1.3%,3%,2.6,1054,-0.39,-0.27,-0.22,1.5,i,11
CCCCC1(CC(=O)OCC)C(=O)N(c2ccccc2)N(c2ccccc2)C1=O,x,x,i,13,-50,416,3.1,2.4,0.2,17%,11%,0.6,924,1.4,-0.15,1.1,-1.8,i,30
CCCn1c(SCC(=O)Nc2sc(C)c(C)c2C(=O)OC)nc2c1c(=O)n(C)c(=O)n2C,-0.28,949,x,x,-2,737,x,x,x,-1.1%,x,-5.0,1178,x,x,x,x,x,x
COC(=O)c1ccc2c(c1)N(C)CCS2,0.16,1188,i,15,-29,662,2.7,2.3,6.9,1.8%,3%,-2.0,1117,-1.5,-0.19,-0.38,1.2,i,63
Cc1ccnc(N2CCCC(C(=O)Nc3nnc(C)s3)C2)n1 (stereo unspecified),0.54,1011,i,-11,x,x,2.3,2.4,10,-1.2%,-7%,0.8,1181,1.2,-0.16,0.81,0.81,i,49
C[C@H](NC(=O)c1[nH]cnc1C(=O)Nc1ccccc1)C(=O)OC(C)(C)C,-0.74,847,x,x,25,742,x,x,x,x,-2%,0.1,1318,0.76,-0.67,0.65,-1.2,i,46
Cc1ccc(S(=O)(=O)CCc2nnc(NC(=O)C3CCCCC3)s2)cc1,-0.16,1104,x,x,18,617,x,x,x,x,-2%,-0.3,1268,-0.32,-0.09,0.37,0.12,i,58
CNC(=S)/N=C(/Nc1ccccc1)c1ccccc1,-0.85,1184,i,-4,-2,702,3.6,2.4,1.8,x,0%,-1.8,1124,0.016,-0.2,0.087,0.79,i,20
CN1C(=O)c2ccc(NC(=O)C3CCCCC3)cc2C1=O,x,x,i,5,x,x,4.6,2.3,2.6,-0.6%,-2%,x,x,-0.1,0.18,0.47,-0.63,i,51
CSc1ccc(/C=N/n2c(C)cc(C)cc2=O)cc1,0,1277,i,-4,x,x,4.7,2.7,3.8,-1.5%,-2%,-5.4,1023,0.53,-0.28,0.44,-0.27,i,49
Cc1ccc(CN2C(=O)CCC2C(=O)NCc2ccccc2Cl)cc1 (stereo unspecified),0.43,1139,i,29,-12,756,2.4,1.4,1.7,-0.8%,8%,0.2,1062,1.1,0.43,1.1,-1.2,i,28
COc1ccc(CCNC(=O)c2cc3ccccn3n2)c(OC)c1OC,0.36,906,i,10,x,x,3.1,3.7,3.6,-0.4%,7%,-2.0,1184,0.87,0.096,0.87,-1.3,i,11
CCOc1ccc(CN(C(=O)c2ccco2)C2CCS(=O)(=O)C2)cc1 (stereo unspecified),0.05,1550,i,23,x,x,1.2,1.3,11,-1.3%,-3%,-0.1,1368,-0.66,0.26,-0.18,0.47,i,13
CC(C)c1ccc(CNc2nc3nc4c(c(=O)n3[nH]2)CCC4)cc1,x,x,i,3,7,691,5.5,2.4,4.9,0.1%,-6%,-0.6,1133,0.77,-0.35,0.27,0.53,i,32
CC(Sc1ccccc1)C(=O)Nc1ccc(S(=O)(=O)N2CCOCC2)cc1 (stereo unspecified),-0.78,1124,i,-3,-7,690,2.0,2.2,9.5,x,-1%,0.4,1142,-0.22,-0.23,0.064,0.78,i,9
CC(C)C(=O)Nc1nnc(COc2ccc(Cl)cc2)s1,-0.25,916,x,x,2,752,x,x,x,x,3%,1.1,1307,-0.25,-0.25,-0.17,1.1,i,55
Nn1c(SCc2ccccc2)nc2c(cnn2-c2ccccc2)c1=O,0.27,1491,i,6,-13,677,2.9,0.7,2.6,1.6%,3%,-0.3,1495,0.1,-0.21,0.19,-0.7,i,58
Cc1ccc2nc(SCC(=O)N(CC(C)C)c3c(N)n(CC(C)C)c(=O)[nH]c3=O)[nH]c2c1,0.43,810,i,4,-7,759,3.6,2.0,7.7,-2.8%,0%,-0.6,1065,0.38,-0.17,0.21,0.12,i,52
CCSc1nc(C)c(C(C)=O)cc1C#N,x,x,i,2,8,752,2.0,1.4,8.0,1.0%,-7%,x,x,0.53,-0.27,0.25,0.42,i,43
COc1ccc(-c2[nH]ncc2CN(CC2CCC(=O)N2)C(C)C)cc1F (stereo unspecified),0.86,1529,i,13,0,683,2.1,1.0,0.2,-1.0%,3%,-1.0,1016,0.76,0.017,0.44,0.16,i,56
COC(=O)c1ccc(NC(=O)c2ccc(NC(=O)C3CCCO3)cc2)cc1 (stereo unspecified),-0.17,1201,i,-2,8,738,0.9,0.9,4.0,0.1%,12%,-2.8,1075,0.7,-0.21,0.38,-0.66,i,22
NCCCC[C@H]1CNC(=S)N1CC1(c2ccccc2)CC1,0.11,925,x,x,-14,762,x,x,x,x,2%,-2.1,1141,-0.088,-0.65,0.0064,-0.19,i,50
Cc1ccc(-n2ncc3c(SCC(=O)NNC(=O)c4ccco4)ncnc32)cc1,0.62,1591,i,-4,-8,710,5.2,5.3,5.3,1.7%,3%,1.8,1425,-0.23,-0.3,-0.0075,0.36,i,30

From PubChem BioAssay
